High-throughput results as filed in PubChem.
PhoP GFP inhibition = PhoP regulon inhibitors, Salmonella typhi PhoP promoter GFP reporter, confirmatory (AID 1850) | Salmonella Typhi PhoP-promoter GFP reporter, fluorescence, 4 h; higher % means a stronger effect | one-dose inhibition, % at 50 µM; IC50 in µM for titrated hits | 0.33% of 310,000 active; in the data active = a potency from the dose series; inconclusive = inhibition mostly from about 25% at the one dose, without a potency; inactive = the rest, 99 in 100 with inhibition below about 19%;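 also: 0% = induced wells with vehicle and 100% = uninduced wells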
M. tuberculosis = growth inhibition of non-replicating M. tuberculosis (AID 488890). Mycobacterium tuberculosis non-replicating, growth inhibition; higher % means a stronger effect. inhibition, % at 25 µM; hits with a dose series show IC50 in µM. 0.39% of 320,000 active; in the data active = a potency from the dose series; inconclusive = inhibition mostly from about 82% at the one dose, without a potency; inactive = the rest, 99 in 100 with inhibition below about 76%;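 also: plate controls were DMSO cells for no effect and high antibiotic wells for full effect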
M. tuberculosis HTS = M. tuberculosis growth inhibition, HTS (AID 449762) | M. tuberculosis H37Rv growth inhibition, 7H9 media; higher % means a stronger effect | one-dose inhibition, % at 25 µM; IC50 in µM for titrated hits | 0.59% of 330,000 active; in the data active = a potency from the dose series; inconclusive = inhibition above about 70% without an active follow-up result;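 also: bacterial growth assessed after seven days of incubation; strong numbers were not always called active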
VEEV TC-83 Vero = inhibitors of VEEV TC-83 cytopathic effect, confirmation, Vero cells (AID 588727) | Vero cells, VEEV TC-83 cytopathic effect inhibition; higher % means a stronger effect | one-dose inhibition, % at 20 µM; IC50 in µM for titrated hits | 0.13% of 350,000 active; in the data active = a potency from the dose series; inconclusive = inhibition mostly from about 14% at the one dose, without a potency; inactive = the rest, 99 in 100 with inhibition below about 12%; also: strong numbers were not always called active
influenza NS1A = NS1A inhibition, H1N1 influenza, cell based functional assay (AID 504329); NS1A functional cell-based assay, percent inhibition; higher % means a stronger effect; inhibition, % at 12.5 µM, or IC50 in µM where a hit was titrated; 0.3% of 340,000 active; in the data active = a potency from the dose series; inconclusive = inhibition above about 27% without an active follow-up result; also: strong numbers were not always called active
VEEV TC-83 Vero 10K pilot screen = recorded beside VEEV TC-83 Vero, whose call it bears; inhibition, %; measured here: 10K pilot screen inhibition
* = called active by the depositor; i = inactive; ? = inconclusive; / = no result given; & = joins results of further samples.

SMILES	PhoP GFP inhibition	M. tuberculosis	M. tuberculosis HTS	VEEV TC-83 Vero	influenza NS1A	others
CCc1ccccc1NC(=O)Nc1cccn(Cc2ccc(F)cc2)c1=O	-10%	28%	1%	1.9%	13%
Cc1cc(NN)nc(NS(=O)(=O)c2ccccc2)n1	-8%	5%	-4%	1.7%	/
CCOC(=O)c1cc(C#N)c(NCc2ccccc2)nc1C	-3%	-4%	5%	i	5%
CCOc1ccc(OCc2ccc(C(=O)Nc3cccnc3)cc2)cc1	/	55%	67%	5.2%	-14%
COc1ccc2c(=O)c(N3C(=O)c4ccccc4C3=O)c(C)oc2c1	-1%	5%	2%	i	4%
Cn1cc(Cl)c(C(=O)Nc2nc3ccc(Cl)cc3s2)n1	1%	4%	1%	1.9%	-11%
CCOc1ccc2c(c1)/C(=N/N1C(=O)c3ccccc3C1=O)C(=O)N2	-6%	-3%	8%	5.9%	4%	VEEV TC-83 Vero 10K pilot screen=1.2
Cc1ccc(C(C)C)c(OCCSc2nc3ccccc3n2CC(=O)O)c1	10%	-3%	-4%	i	-47%
CC(CCc1ccccc1)NCc1ccncc1 (stereo not given)	-2%	14%	0%	3.0%	24%
Cc1ccc(N(CC(=O)NC2CCCC2)C(=O)c2c(C)noc2C)cc1C	-5%	8%	-1%	5.6%	12%
O=C(N/C=C/c1ccco1)NCc1ccccc1	-1%	-6%	3%	0.4%	5%
CCOC(=O)C1CCN(C(=O)c2ccc(CNS(=O)(=O)c3ccc(C)cc3)cc2)CC1	6%	8%	5%	1.0%	-5%
Cn1c(SCC(=O)NC(C)(C)C)nnc1-c1cnccn1	9%	-8%	-8%	1.7%	19%
Cc1ccc(NC(=S)N2CCN(S(C)(=O)=O)CC2)cc1Cl	-8%	-3%	0%	2.0%	-3%
CCCCn1cnc2c(oc3ccccc32)c1=O	-12%	52%	-1%	0.9%	-27%
Cc1ccc2nc(NCCc3ccccc3)c3nncn3c2c1	/	/	/	i	0%
CNC(=S)N(CCc1c(C)[nH]c2ccc(OC)cc12)Cc1cccnc1	-3%	-3%	-3%	2.8%	-2%
COc1ccccc1CCC(=O)Oc1ccccc1C#N	-5%	10%	-4%	i	-15%
CC(C)OC(=O)c1ccc(NC(=S)NC(=O)c2cncc(Br)c2)cc1	-5%	76%	52µM*	i	-5%
CC1Cc2ccccc2N1C(=O)COC(=O)c1ccc([N+](=O)[O-])o1 (stereo not given)	/	?	?	1.6%	-6%

Entries listed so far containing a cyano group, in the order listed:
SMILES	PhoP GFP inhibition	M. tuberculosis	M. tuberculosis HTS	VEEV TC-83 Vero	influenza NS1A	others
CCOC(=O)c1cc(C#N)c(NCc2ccccc2)nc1C	-3%	-4%	5%	i	5%
COc1ccccc1CCC(=O)Oc1ccccc1C#N	-5%	10%	-4%	i	-15%

The listing continues.
SMILES	PhoP GFP inhibition	M. tuberculosis	M. tuberculosis HTS	VEEV TC-83 Vero	influenza NS1A	others
CN(C)CC(NC(=O)c1cccc(S(=O)(=O)Nc2ccc3c(c2)OCO3)c1)c1ccccc1 (stereo not given)	/	6%	12%	i	-4%
Oc1ccccc1C=Nc1ccccc1-c1nc2ccccc2[nH]1	-7%	33%	-6%	6.3%	41%
COCc1c(C#N)c(NCCc2ccccc2)nc(C)c1[N+](=O)[O-]	-14%	16%	-6%	0.7%	5%
CCN1C(=O)[C@H]2[C@H]3CN=C(SCc4ccc(OC)cc4)N3[C@@](CC)(C(=O)OC)[C@H]2C1=O	/	/	/	2.9%	-2%
O=C(OCC(=O)c1c[nH]c2ccccc12)c1cccc(O)c1	0%	-12%	-10%	2.0%	1%	VEEV TC-83 Vero 10K pilot screen=7.4
CCCN(CCC)Cc1c(C(=O)OCC)nnn1-c1nonc1N	15%	-15%	8%	0.1%	-16%
O=Cc1c(-c2ccc(Cl)cc2)oc2ccc(O)cc12	9%	54%	51%	7.1%	/
COc1ccccc1C(=O)COC(=O)C1(C)CC1(Cl)Cl (stereo not given)	/	48%	4%	i	-1%
Cc1ccc(-c2csc(NC(=O)CSc3nnc4c(n3)[nH]c3ccccc34)n2)cc1	-6%	-13%	3%	2.5%	-12%
COc1cccc(CN(c2ccc3c(c2)CCC3)S(=O)(=O)c2ccc(-n3cnnn3)c(OC)c2)c1	-6%	7%	6%	0.6%	-5%
O=C(Nc1ccc(C2=NCCN2)cc1)c1ccc(C(=O)Nc2ccc(C3=NCCN3)cc2)c([N+](=O)[O-])c1	1%	?	?	i	12%
Cc1cc(NC(=O)C(C)SCC(=O)N(C)Cc2c(F)cccc2Cl)no1 (stereo not given)	/	12%	7%	0.6%	-11%
CCCn1c(SCC(=O)NC2CCCCC2)nnc1C1CC1	-6%	-7%	-3%	1.6%	23%
O=C(CNC(=S)NC(=O)c1cccc([N+](=O)[O-])c1)c1ccccc1	-8%	5%	-1%	0.2%	5%	VEEV TC-83 Vero 10K pilot screen=1.1
CCSc1nc(O)c(C2OC(=O)c3c2ccc(OC)c3OC)c(=O)n1-c1ccccc1 (stereo not given)	3%	i	-3%	1.0%	11%	VEEV TC-83 Vero 10K pilot screen=0.0
O=C(CSc1ccc(-c2ccncc2)nn1)N1CCCCC1	12%	-9%	-5%	0.2%	2%
Cn1c(=O)c(C(=O)CCl)c(N)n(CC2CC2)c1=O	1%	-3%	1%	0.0%	-4%
CCOc1ccccc1NC(=O)CSc1nc2ccccc2nc1N1CCOCC1	4%	28%	6%	8.5%	-3%
COc1cccc(NC(=O)CN(C)C(=O)/C=C/c2cn(-c3ccccc3)nc2-c2ccc(OC)c(OC)c2)c1	/	/	/	7.3%	-10%
Cn1c(=O)c2c(nc(Oc3cccc(O)c3)n2C)n(C)c1=O	-3%	-6%	3%	1.4%	2%
CC1=NN(C(N)=S)C(=O)C1N=Nc1cccc(C)c1 (stereo not given)	18%	?	?	3.0%	-3%
O=C1N(c2ccccc2C(F)(F)F)O[C@]1(c1ccccc1)C1CCCCC1	/	6%	1%	34%	5%
Cc1ccc(NC(=S)N(CCCN2CCC(C)CC2)Cc2ccco2)cc1C	3%	45%	4%	0.9%	8%
CC1CCN(CC(O)COc2ccc(C(=O)c3ccccc3)cc2)CC1 (stereo not given)	5%	12%	2%	0.3%	20%
O=C1c2ccccc2C(=O)N1Cc1nc2ccccc2o1	5%	9%	7%	0.2%	-5%
Cc1ccc(S(=O)(=O)NCC(=O)OCC(=O)N2CC(C)OC(C)C2)cc1 (stereo not given)	/	-10%	3%	1.3%	-3%
CCc1nc2ccc(C(=O)N(C)CC(=O)Nc3ccc(Cl)c(C(F)(F)F)c3)cc2nc1CC	4%	14%	?	1.7%	-2%
CC1=C(C#N)C(/C=N/OCc2ccc(F)cc2Cl)CC(=O)N1 (stereo not given)	6%	0%	4%	4.1%	-3%
CC1(C)Cc2nc3nc(SCC(=O)Nc4ccccc4)nc(N)c3cc2CO1	-9%	6%	2%	0.1%	-7%
O=[N+]([O-])c1cccnc1SCc1ccccc1	2%	25%	17%	i	?
COc1ccc(N2CCN(C(=S)Nc3cccc(C)c3C)CC2)cc1	-2%	-14%	-1%	0.3%	5%
CC(C)NC(=S)Nc1c(N)[nH]c(=O)[nH]c1=O	-2%	-12%	2%	3.2%	12%
COC(=O)[C@H]1C[C@H]1[C@@H](NC(=O)c1cccnc1)c1ccccc1	0%	-34%	-4%	0.5%	-14%
CC1(NC(=O)C2CCN(C(=O)Nc3ccccc3)CC2)CCS(=O)(=O)C1 (stereo not given)	-4%	-13%	-17%	0.1%	-1%
CCOCCCNC(=O)c1cc(Sc2nnc(C)s2)nc2ccccc12	19%	0%	-7%	i	-8%
N#Cc1c(-c2ccccc2)nc(SCC(=O)Nc2ccc(OC(F)(F)Cl)cc2)[nH]c1=O	7%	-4%	-7%	0.8%	-5%
CCOc1ccc(S(=O)(=O)N2CCN(C(=O)c3cc([N+](=O)[O-])ccc3N3CCOCC3)CC2)cc1	/	39%	-8%	4.5%	3%
C=CCn1c(O)c2ccc(C(=O)N=NC(=O)COc3ccc(OC)cc3)cc2c1O	-14%	-2%	-13%	0.4%	-4%
CC(C)(C)OC(=O)C[C@H]1C/C=C\C[C@H](CC(=O)N[C@H](CO)Cc2ccccc2)C(=O)N[C@H](C(C)(C)C)COC1=O	/	30%	4%	0.7%	-8%
CS(=O)(=O)c1ccc(CNC(=O)[C@]2(C(F)(F)F)C[C@H](CCc3ccccc3)CCCO2)cc1	0%	-3%	-4%	0.0%	2%

2 entries drawn at random from those above:
SMILES	PhoP GFP inhibition	M. tuberculosis	M. tuberculosis HTS	VEEV TC-83 Vero	influenza NS1A	others
CC1=C(C#N)C(/C=N/OCc2ccc(F)cc2Cl)CC(=O)N1 (stereo not given)	6%	0%	4%	4.1%	-3%
Cn1c(SCC(=O)NC(C)(C)C)nnc1-c1cnccn1	9%	-8%	-8%	1.7%	19%

Other entries.
SMILES	PhoP GFP inhibition	M. tuberculosis	M. tuberculosis HTS	VEEV TC-83 Vero	influenza NS1A	others
COc1ccc(N2CCN(C(=O)NCc3cccc(OC)c3)CC2)cc1	6%	-4%	-12%	2.3%	7%
Cc1ccc2nc(N3CCN(C(=O)c4ccco4)CC3)c3nncn3c2c1	4%	-1%	0%	6.1%	-8%
COc1ccc(N2CCN(c3oc(Cc4cccc5ccccc45)nc3C#N)CC2)cc1	2%	-5%	-1%	i	7%
COc1ccc(Cc2nnc(SCC(=O)Nc3ccc(C)cc3C)[nH]c2=O)cc1	10%	13%	-7%	i	-1%
O=C1CCN(Cc2ccc(Cl)cc2Cl)C(=O)N1	/	/	/	1.4%	2%
CC(C)[C@H](NC(=O)c1cccc(CN(Cc2ccccc2)C(=O)c2ccccc2)c1)C(=O)O	5%	-17%	-2%	i	-1%
CNC(=O)Oc1ccc2c(c1)[C@]1(C)CCN(C)[C@@H]1N2C	10%&4%	16%&9%	0%&9%	0.2%&0.9%	3%&2%
COc1ccc(-c2c(-c3ccc(OC)c(C)c3O)n[nH]c2C)cc1	-9%	-16%	10%	4.2%	-5%
COc1ccc(-c2noc(CSc3nnc(-c4ccccc4)n3C)n2)cc1	-3%	10%	3%	1.3%	21%
CCOc1ccc2[nH]cc(C(=O)N3CCN(CC)CC3)c(=O)c2c1	2%	-9%	5%	5.5%	7%
COc1ccccc1NC(=O)c1ccc(NS(C)(=O)=O)cc1	4%	-3%	-4%	0.9%	-13%
Cc1cc(C)c(C#N)c(Nc2ccccc2)n1	-5%	0%	-3%	i	-13%
O=C(NC1(C(F)(F)F)NC(=O)N(Cc2cccnc2)C1=O)c1ccncc1 (stereo not given)	-16%	2%	-5%	0.9%	-3%
CC(C)CCNC(=O)c1ccc(NC(=O)C2=CSCCO2)cc1	4%	40%	-4%	i	6%
CC(C)c1ccc(N(C(=O)c2ccco2)C(C(=O)NC2CCCC2)c2ccncc2)cc1 (stereo not given)	19%	25%	3%	i	-1%
Cn1cc(Br)c(C(=O)N2CCN(c3cccc(Cl)c3)CC2)n1	-10%	9%	8%	2.7%	2%
CCS(=O)(=O)c1nc2ccccc2n1CC(=O)N1CCOCC1	-2%	-12%	-8%	0.1%	3%
COC(=O)c1cc(=O)n(CCc2ccccc2F)c(=Nc2ccc(F)c(Cl)c2)s1	2%	5%	9%	4.7%	4%	VEEV TC-83 Vero 10K pilot screen=4.7
Cc1ccc(-c2cccc(C(=O)NCc3ccccc3)n2)c2ccccc12	2%	10%	29%	2.4%	10%
CCOC(=O)NC(=O)CSc1ccc(S(=O)(=O)N2CCCCC2)cn1	/	36%	-8%	3.1%	-3%
CSc1nsc(SCc2ccc(Cl)cc2)n1	11%	79%	-2%	2.1%	9%
O=C(CSc1nc(-c2ccco2)cc(C(F)(F)F)n1)Nc1ccc(C(=O)N2CCOCC2)cc1	-6%	16%	-7%	8.0%	-20%
O=C(CCC(=O)c1ccc(Cl)cc1)OCC(=O)c1ccccc1	-7%	40%	-9%	0.7%	-5%
CCCCc1ccc(C(=O)O)nc1	-15%	30%	?	0.7%	9%
CC(=O)c1cc(NC(=O)c2ccccc2)c(=O)oc1C	4%	/	10%	1.2%	12%	VEEV TC-83 Vero 10K pilot screen=0.7
COc1ccc(C(=O)NC(=O)CSc2n[nH]c(N)n2)cc1	/	6%	1%	1.6%	15%
CC(C)(CO)NC(=O)Nc1ccc(Cl)c(Cl)c1	-14%	0%	-4%	6.7%	-26%
O=C(COC(=O)c1ccccc1SCC(=O)NC1CCS(=O)(=O)C1)NC1CCS(=O)(=O)C1 (stereo not given)	-5%	-25%	-2%	0.2%	-5%
O=Cc1cn(-c2ccccc2)nc1-c1cc2c(ccc3ccccc32)oc1=O	-8%	4%	0%	10%	-17%
Cc1ccc(C(=O)Nc2cccc(S(=O)(=O)N3CCCCC3)c2)cc1[N+](=O)[O-]	/	13%	27%	5.8%	-1%
